High-throughput results as filed in PubChem BioAssay.
TDP1 inh: qHTS Assay for Inhibitors of Tyrosyl-DNA Phosphodiesterase (TDP1). hit rate 0.28% among 350,000. recombinant TDP1, AlphaScreen DNA substrate cleavage. Tyrosyl-DNA phosphodiesterase 1 (Homo sapiens), Q9NUW8. Potency, µM (titrated, usually from 130 µM), for inactives: at the top dose activity change, negative = inhibition, actives largely listed as inhibitors; note: nearly all actives have a fitted effect of over 40% in size
Target sequence (Q9NUW8 whole entry, looked up): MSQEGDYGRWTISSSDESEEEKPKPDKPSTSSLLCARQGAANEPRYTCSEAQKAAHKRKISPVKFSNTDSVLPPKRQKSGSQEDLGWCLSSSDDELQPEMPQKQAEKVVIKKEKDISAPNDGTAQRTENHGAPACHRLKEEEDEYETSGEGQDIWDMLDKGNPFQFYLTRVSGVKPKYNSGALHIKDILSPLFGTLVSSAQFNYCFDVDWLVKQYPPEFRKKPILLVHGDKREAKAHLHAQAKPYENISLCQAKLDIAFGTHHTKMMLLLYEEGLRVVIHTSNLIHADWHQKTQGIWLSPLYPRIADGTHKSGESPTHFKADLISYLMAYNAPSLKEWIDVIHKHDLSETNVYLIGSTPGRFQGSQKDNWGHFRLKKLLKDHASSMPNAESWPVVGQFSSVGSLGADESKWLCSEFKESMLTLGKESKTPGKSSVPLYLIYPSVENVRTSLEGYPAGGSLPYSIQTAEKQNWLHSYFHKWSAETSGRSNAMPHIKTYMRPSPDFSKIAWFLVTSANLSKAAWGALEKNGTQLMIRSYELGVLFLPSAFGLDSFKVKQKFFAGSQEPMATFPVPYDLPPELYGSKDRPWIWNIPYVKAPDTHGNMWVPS
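Recombinant E. coli-expressed Tdp1 (1 nM) preincubated with compound 15 min at RT, then 5'-biotin/3'-phosphotyrosine-FITC DNA substrate (15 nM) added for 5 min. AlphaScreen beads (10 ug/ml) added, 10 min RT; tyrosine-FITC cleavage read as signal loss.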
DT40 TDP1 no CPT: qHTS for Inhibitors of human tyrosyl-DNA phosphodiesterase 1 (TDP1): qHTS in cells in absence of CPT; DT40 Tdp1-/- hTDP1 cells, no CPT, ATP luminescence, 48 h; hit rate 15% among 420,000; AID 686978, 2013; Potency, µM (doses to about 46.2 µM), inactives show at the highest dose activity change, negative = growth inhibition, most hits filed as inhibitors; note: nearly all actives have a fitted effect of over 55% in size
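Camptothecin absent (DMSO only). Human TDP1-complemented DT40 knockout cells, 400 cells/well, 37 °C for minimum 48 hr; ATP measured via CellTiter-Glo, 30 min dark incubation, luminescence.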
GCN5L2 inh: qHTS Assay for Inhibitors of GCN5L2; Potency, µM (titrated, usually from 58.9 µM), inactives show top-dose activity change, negative = inhibition, usual class: inhibitors; GCN5L2 HAT assay, ThioGlo1 CoA-SH fluorescence; hit rate 0.21% among 390,000; Histone acetyltransferase KAT2A (Homo sapiens), Q92830
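Compounds, pin-transferred from DMSO stocks, meet 20nM GCN5L2 for 15 min before the reaction begins with H3(1-25) peptide (75uM) and acetyl-CoA (70uM). Thiol-reactive ThioGlo1 reports CoA release over 20 min at room temperature.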
The depositor's hits bear a star; ? = inconclusive; . = no result given; [ ] = remark or other dose. Calls come from the whole dose curve; as a rule, active = well fitted curve in the direction sought with a large enough effect; inconclusive = small, poorly fitted or top-dose-only effect, or another doubt; inactive = no such curve, though single readings can be large; an effect the other way counts as inactive or inconclusive. % is set by controls: 0 for no effect and ±100 for the full control effect; potency is the fitted concentration of half-maximal effect.

Results follow in this order: TDP1 inh, DT40 TDP1 no CPT, GCN5L2 inh
- Cc1cc(NC(=O)CSc2nnnn2-c2ccccc2C)no1
  3%, ?, -8%
- CCc1ccc(S(=O)(=O)NCCc2csc(-c3cccnc3)n2)s1
  3%, ?, -5%
- Clc1ccc(C2=Nn3c(Cn4nnc5ccccc54)nnc3SC2)cc1
  4%, -26%, -26%
- CC(CCc1ccccc1)NC(=O)CSc1nc(N)cc(N)n1 (stereo unspecified)
  2%, 7%, 0%
- CCOc1ccc(-c2cc(C(=O)Nc3ccc(NC(C)=O)cc3)no2)cc1
  1%, -4%, -4%
- O=C(CSC1=NCCS1)NC(c1ccccc1)c1ccccc1
  5%, 16µM*, ?
- Cc1cccc(Cn2c(CNS(=O)(=O)c3ccc4c(c3)CCCC4)nc3cccnc32)c1
  -1%, 16µM*, -4%
- O=S(=O)(NCCc1csc(-c2cccc(F)c2)n1)c1cc(F)ccc1F
  4%, ?, 0%
- Cc1cc(SCC(=O)OCC(=O)N(C)C2CCS(=O)(=O)C2)c(C)cc1Br (stereo unspecified)
  -1%, 0%, -5%
- CCOC(=O)c1ccc(N2C(=O)C(O)=C(C(C)=O)C2c2ccccc2)cc1 (stereo unspecified)
  -1%, ?, -5%

Results follow in this order: TDP1 inh, DT40 TDP1 no CPT, GCN5L2 inh
- CCOC(=S)N/C(=N\S(=O)(=O)c1ccccc1)c1ccccc1
  0%, -8%, -3%
- CCNC(=O)c1sc(=S)n(CC)c1N
  5%, -11%, -15%
- COc1cc(-c2c(C#N)c(N)nc3c2CCCC3)ccc1O
  4%, 16µM*, -4%
- Cc1cccc(N=C2NN=C(c3ccc4c(c3)OCCO4)CS2)c1
  5%, -12%, 12%
- O=C(NCCc1ccc(Cl)cc1)Nc1ccc(Cl)cc1
  -1%, ?, -4%
- Cc1ccc(C(=O)Nc2cccc(C(F)(F)F)c2)cc1NC(=O)c1csc(-c2ccncc2)n1
  6%, 4.1µM*, 23%
- CC1Cc2ccccc2N1C(=O)COC(=O)Cc1ccc(F)cc1 (stereo unspecified)
  3%, 1%, 0%
- COc1ccc(NC(=O)c2sc(N)nc2-c2ccccc2)cc1
  5%, 20%, -16%
- c1ccc2c(c1)ncn2CCCCOc1ccc2c(c1)CCC2
  12%, 29µM*, -19%
- CCN(CC)S(=O)(=O)c1ccc(Cl)c(NC(=O)COc2ccc(OC)cc2[N+](=O)[O-])c1
  3%, ?, -1%

The last six entries of the part before open the next one.
Results follow in this order: TDP1 inh, DT40 TDP1 no CPT, GCN5L2 inh
- O=C(NCCc1ccc(Cl)cc1)Nc1ccc(Cl)cc1
  -1%, ?, -4%
- Cc1ccc(C(=O)Nc2cccc(C(F)(F)F)c2)cc1NC(=O)c1csc(-c2ccncc2)n1
  6%, 4.1µM*, 23%
- CC1Cc2ccccc2N1C(=O)COC(=O)Cc1ccc(F)cc1 (stereo unspecified)
  3%, 1%, 0%
- COc1ccc(NC(=O)c2sc(N)nc2-c2ccccc2)cc1
  5%, 20%, -16%
- c1ccc2c(c1)ncn2CCCCOc1ccc2c(c1)CCC2
  12%, 29µM*, -19%
- CCN(CC)S(=O)(=O)c1ccc(Cl)c(NC(=O)COc2ccc(OC)cc2[N+](=O)[O-])c1
  3%, ?, -1%
- Cc1noc(C)c1C(=O)N1CCC2(CCCN(C(c3ccccc3)c3ccccc3)C2)CC1
  ., 23µM*, -8%
- CC(=O)Nc1ccc(S(=O)(=O)Nc2nc3ccc(C)cc3s2)cc1
  7%, -5%, -11%
- COc1ccc(S(=O)(=O)Nc2cccc(F)c2)cc1C
  2%, -17%, -26%
- CCCCNC(=O)OC(C)CNC(=O)Oc1cccc(C)c1 (stereo unspecified)
  -3%, -26%, -7%
- CC/C(=C/c1sc2ccc(C)cc2[n+]1CCCS(=O)(=O)[O-])SC
  -2%, -8%, -13%
- Cc1ccc(-c2c(C(=O)NC(C)C)oc(=O)c3ccccc23)cc1
  1%, ?, -4%
- COc1ccc2cc(C3CC(c4ccco4)=NN3S(=O)(=O)c3ccccc3)c(Cl)nc2c1 (stereo unspecified)
  0%, 15µM*, -9%
- CC[C@H](C)[C@H](NC(=O)CNC(=O)[C@H](CCCNC(=N)N)NC(=O)[C@H](CO)NC(=O)[C@H](C)NC(=O)[C@H](Cc1ccc(O)cc1)NC(=O)[C@H](Cc1c[nH]c2ccccc12)NC(=O)[C@H](C)NC(=O)[C@@H]1CCCN1C(=O)[C@H](CC(N)=O)NC(=O)[C@@H](NC(=O)[C@H](CC(=O)O)NC(=O)[C@@H]1CCCN1C(=O)[C@@H](N)[C@@H](C)O)[C@@H](C)CC)C(=O)N[C@@H](CCCNC(=N)N)C(=O)N1CCC[C@H]1C(=O)N[C@H](C(=O)NCC(=O)N[C@@H](CCCNC(=N)N)C(=O)N[C@@H](Cc1ccccc1)C(N)=O)C(C)C
  11%, ., 0%
- Cc1cccc(S(=O)(=O)c2c(C)cc(C)nc2Cl)c1
  -3%, ?, 14%
- Cc1cccc(N(C)S(=O)(=O)c2c(C(=O)N3CCCCCC3)c(C)n(C)c2C)c1
  7%, 21µM*, -6%

Results follow in this order: TDP1 inh, DT40 TDP1 no CPT, GCN5L2 inh
- CCCn1c(=O)[nH]c(=O)c2c1nc(-c1ccc(OC(F)F)c(OC)c1)n2CCOC
  3%, -26%, 1%
- COc1ccc(C2N3CC4(C)CN2CC(C)(C3)C4O)cc1 (stereo unspecified)
  3%, 12%, 3%
- CCCCNC(=O)CSc1nc2n[nH]c(C)c2c(=N)n1-c1cccc(C)c1
  -1%, 12µM*, -2%
- COCCn1cnc2c(c1=O)c1nc3ccccc3nc1n2/N=C/c1cccc(OC)c1
  ., 12µM*, -8%
- CN(C)/C=N/C1=C(C#N)C(c2cccs2)c2ccc3ccccc3c2O1 (stereo unspecified)
  5%, 4.1µM*, -4%
- CCCOC(=O)Nc1sc2c(c1C(N)=O)CCCC2
  0%, 6%, -1%
- Cc1nnc(SCc2ccccc2Cl)c2cc3sccc3n12
  -13%, ?, -14%
- O=C(NCc1ccccc1F)C(=O)NCC(c1ccco1)S(=O)(=O)c1ccccc1 (stereo unspecified)
  3%, ?, -2%
- COC(=O)c1ccccc1S(=O)(=O)N1CCC(C(=O)NCC2CCCO2)CC1 (stereo unspecified)
  ., -7%, 1%
- CCn1c(C)cc(/C=C2/NC(=O)N(CC(=O)Nc3cccc(C)c3)C2=O)c1C
  6%, -15%, -10%

Results follow in this order: TDP1 inh, DT40 TDP1 no CPT, GCN5L2 inh
- COc1ccccc1/C=C\C(=O)NCC(=O)N/N=C(/C)c1cccc([N+](=O)[O-])c1
  2%, ?, -1%
- Cc1cccn2cc(-c3ccccc3)nc12
  -4%, -27%, -1%
- Cc1ccnc(NC(=O)CS(=O)(=O)c2ccccc2)c1
  -4%, -12%, -11%
- O=C(NC(=S)Nc1ccc(N2CCCCC2)cc1)c1ccc2c(c1)OCCO2
  7%, 16µM*, 2%
- O=C(CSc1nc2ccccc2n1Cc1ccccc1)N/N=C/c1ccco1
  5%, ?, -2%
- Cc1nnc(SC(C)C#N)n1-c1ccccc1 (stereo unspecified)
  4%, -6%, -4%
- COc1ccc2c(Sc3ccccc3)c(C(=O)N3CCC(C)CC3)[nH]c2c1
  6%, ?, -7%
- CSc1ccc(C2c3[nH]c4ccccc4c3CCN2C(=O)CCC2CCCC2)cc1 (stereo unspecified)
  8%, ?, -16%
- Cc1cccc(NC(=S)N(CCN(C)C)Cc2cccs2)c1
  -3%, -15%, -4%
- O=C(O)c1ncn(Cc2ccc(Br)cc2)c1C(=O)O
  2%, 2%, -3%

mol | TDP1 inh | DT40 TDP1 no CPT | GCN5L2 inh
CCCC(O)(CCN1CCOCC1)c1ccc(Cl)cc1 (stereo unspecified) | . | -12% | 4%
CCCCCCCCCS(=O)(=O)Nc1cc(C)ccn1 | 3% | ? | -2%
COc1cc(/C=N/NC(=O)CN2CCCCC2)ccc1OCc1ccc(Br)cc1 | 8% | ? | -1%
COc1ccccc1-c1nn(-c2ccccc2)cc1C(=O)N1CCN(C(=O)c2ccco2)CC1 | 0%[56.1 µM] | ? | -5%
COc1ccc(N2CCN(C(=O)c3ccc(C)c(NC(=O)C4=C(C)OCCS4)c3)CC2)cc1 | 7% | -16% | -26%
O=C(COC(=O)[C@@H]1CC(O)CN1S(=O)(=O)c1ccc2c(c1)OCCO2)Nc1cc(F)ccc1F (stereo partly specified) | 2% | 10% | 1%
O=C(NC1CCCCC1)/C(=C/c1ccc(Cl)cc1)NC(=O)c1ccccc1 | 4%[2.28 µM] | ? | -8%
Cc1c(C)n(CC(O)CN2CCN(C)CC2)c2ccccc12 (stereo unspecified) | 3% | 5% | 0%
CCOC(=O)c1cc(C(=O)OCC)c(=O)[nH]c1SCc1ccccc1 | . | 25% | -7%
CCN1C(=O)c2ccccc2Sc2ccc(C(=O)O)cc21 | . | 17% | 15%

mol | TDP1 inh | DT40 TDP1 no CPT | GCN5L2 inh
C=CCOc1ccccc1CN1CCC(Oc2ccc(C(=O)N3CCCC3)cc2)CC1 | 1% | ? | 1%
O=C(CCCN1C(=O)c2ccccc2C1=O)NCc1ccc(F)cc1 | . | 2% | -6%
CC[C@]1(C(=O)OC)[C@H]2C(=O)N(Cc3ccccc3)C(=O)[C@H]2[C@H]2CN(C)C(=NCc3ccccc3)N21 | . | -9% | -4%
CCOCCCN(C(=O)c1snc(C(N)=O)c1N)C(C(=O)NCCC(C)C)c1ccc(F)cc1 (stereo unspecified) | . | -25% | 10%
O=C1C(Nc2cccc(O)c2)=C(N2CCCCC2)C(=O)c2ccccc21 | 7% | 7.3µM* | -5%
Cc1ccc(F)cc1NC(=O)N1c2ccccc2NC(=O)CC1C (stereo unspecified) | 4% | -2% | -2%
CCn1c2ccccc2c2cc(NC(=O)COc3cc(C)ccc3C)ccc21 | 0%[12.3 µM] | 9.2µM* | -9%
COc1cc(-c2nc3cnccn3c2Nc2ccc(C)cc2)ccc1O | -1% | ? | -1%
Cc1nn(C(C)c2n[nH]c(=S)n2-c2ccc(F)cc2)c(C)c1[N+](=O)[O-] (stereo unspecified) | 0% | 5% | 0%
COc1ccccc1C(=O)Nc1ccnn1C1CCN(Cc2ncc[nH]2)CC1 | 5% | 1% | -6%

mol | TDP1 inh | DT40 TDP1 no CPT | GCN5L2 inh
CCc1nc2sccc2c(=O)[nH]1 | 3% | -2% | -17%
N#Cc1ccc(C(=O)CSc2nnc(-c3ccc(C(F)(F)F)cn3)s2)cc1 | 4% | ? | -1%
COC(=O)C(C)Sc1n[nH]c(=S)s1 (stereo unspecified) | 7% | -3% | -18%
COC(=O)COc1ccc2oc(-c3ccc(OC)cc3)cc(=O)c2c1 | . | 0% | -2%
CCn1c(SCC(=O)N2CCCCC2)nc2c(c1=O)SC(C)C2 (stereo unspecified) | -8% | ? | -9%
CC(/C=C/c1ccccc1)=N\Nc1nc(-c2ccccc2)cs1 | 8% | -23% | -5%
COC(=O)C1CC(=O)N(c2ccc(OCc3ccccc3Cl)cc2)C1 (stereo unspecified) | . | -5% | -24%
COc1cc(OC)c2c(-c3cccc(-c4ccc(F)c(Cl)c4)c3)cc(=O)oc2c1 | 0%[56.1 µM] | 23µM* | -8%
O=C(COc1ccccc1Cl)Nc1ccc(-c2nc3ccccc3s2)cc1 | 1%[12.3 µM] | 6.5µM* | -6%
O=c1c2ccccc2oc2c1ccc1ccccc12 | -3%[56.1 µM] | ? | -5%

mol | TDP1 inh | DT40 TDP1 no CPT | GCN5L2 inh
Cc1c(C(=O)O)cccc1-c1ccc(/C=N/Nc2ccc(Br)cc2)o1 | -5% | -25% | -16%
O=C(c1ccc(COc2ccccc2[N+](=O)[O-])o1)N1CCCCCC1 | 7% | ? | -8%
O=C(N/N=C/c1ccsc1)c1ccc2ccccc2n1 | 3% | 1% | -15%
CN(CC(=O)Nc1ccc(F)cc1)C(=O)CN1C(=O)c2cccc([N+](=O)[O-])c2C1=O | 1% | 6% | -3%
Cc1ccc2nc(Nc3ncc4c(n3)CC(C)(C)CC4=O)nc(C)c2c1 | 8% | ? | -6%
COc1ccc2c(Sc3ccc(Cl)cc3)c(C(=O)NCCCN3CCCCC3)[nH]c2c1 | 11% | 23µM* | -10%
O=C1COc2ccc(C(=O)COC(=O)c3cc(S(=O)(=O)N4CCOCC4)ccc3F)cc2N1 | 7% | -5% | -3%
O=C(Nc1nnc(-c2ccc(F)cc2)o1)c1cccc([N+](=O)[O-])c1 | 4% | 3.3µM* | -3%
CC(=O)Nc1ccc(NC(=O)C(NS(=O)(=O)c2cccc3nsnc23)C(C)C)cc1 (stereo unspecified) | 2% | 23% | -2%
Cc1cccc(C)c1OCCCCc1c(C)n[nH]c1C | 4% | ? | .

This is a subset. The share of hits here may be higher or lower than overall.
